High-throughput results: PubChem, The Scripps Research Institute Molecular Screening Center
CHO parental Ca: counter-screen for OX1R antagonists: effect in parental CHO cells; parental CHO-K1, ATP-induced calcium, Fluo-8 fluorescence; inhibition, % at 5.6 µM; hit rate 0.63% among 330,000;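 active = inhibition above that plate's mean sample inhibition plus 3 SD, cut at about 26% in these data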;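 also: 0% = ATP-challenged DMSO wells and 100% = DMSO wells without ATP; some compounds past the cut are filed as inactive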
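Material: Parental CHO cells | Reagent: ATP | Compound dosing: Single nominal dose of 5.6 µM per compound | Detection: Intracellular calcium via Fluo-8 no-wash fluorescent dye | Read-out: % inhibition of ATP-induced calcium mobilization | Benchmarks: Low control ATP plus DMSO, high control DMSO only | Replicates: Singlicate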
V1R ag counter: activates human V1a receptor in oxytocin agonist counter-screen; CHO-V1R cells, Fluo-8 calcium fluorescence, agonist mode; 0% DMSO, 100% 3 nM vasopressin; hit rate 0.25% among 320,000; activation, % at 3 µM;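 active = activation above the mean activation of all tested compounds plus 3 SD, per screening run, cut at about 20% in these data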;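 also: signal is peak over basal fluorescence ratio across a 100 second FLIPR read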
Target sequence (P37288 whole entry, looked up): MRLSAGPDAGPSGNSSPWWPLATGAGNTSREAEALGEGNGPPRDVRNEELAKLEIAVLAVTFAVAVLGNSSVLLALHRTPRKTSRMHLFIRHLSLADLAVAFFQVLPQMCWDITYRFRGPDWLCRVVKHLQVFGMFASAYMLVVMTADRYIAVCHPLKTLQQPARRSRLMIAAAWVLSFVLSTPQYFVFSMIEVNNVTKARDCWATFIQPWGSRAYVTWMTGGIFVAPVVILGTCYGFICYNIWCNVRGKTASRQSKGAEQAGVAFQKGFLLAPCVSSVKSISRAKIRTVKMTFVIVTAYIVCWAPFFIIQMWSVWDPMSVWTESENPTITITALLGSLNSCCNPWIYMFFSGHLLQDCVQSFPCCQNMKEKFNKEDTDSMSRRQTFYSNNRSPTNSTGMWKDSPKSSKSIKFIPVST
CHO-K1 Ca PAM: nonselective activator or artifact in parental CHO-K1 calcium assay | hit rate 0.02% among 360,000 | activation, % at 3 µM | ATP EC20, Fluo-8 calcium fluorescence; 0% at ATP EC20, 100% at ATP max;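 active = activation above the run cutoff, the mean activation of all test compounds plus 3 SD, cut at about 40% in these data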;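 also: peak over basal fluorescence ratio in a 140 s read after ATP addition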
M1 ag parental: counter-screen for M1 agonists: effect in parental CHO-K1 cells; hit rate 0.48% among 360,000; AID 602248; activation, % at 3 µM; Fluo-8 calcium fluorescence; scaled to maximal ATP response, vehicle zero; in the data active = activation above about 15%;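 also: untransfected CHO-K1 host cells lacking M1 receptor as counterscreen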
CHO-K1 Ca antag: M1 antagonist counterscreen hit in parental CHO-K1 cells. hit rate 0.6% among 360,000. inhibition, % at 3 µM. ATP-induced calcium, Fluo-8 fluorescence. AID 602250;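 active = inhibition above a per-plate cutoff, the plate's mean sample inhibition plus 3 SD, cut at about 24% in these data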;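 also: 0% = DMSO plus EC80 ATP and 100% = DMSO alone without ATP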
OXTR potentiator: potentiates the human oxytocin receptor response; CHO-OTR cells, Fluo-8 calcium fluorescence, potentiator mode; 0% = oxytocin EC15, 100% = EC100; P30559; hit rate 0.061% among 320,000; activation, % at 3 µM;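 active = activation above that plate's cutoff, the mean activation of tested compounds plus 3 SD, cut at about 6.6% in these data, passing the limit was not always enough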;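 also: 100% uses oxytocin at 75 nM as the full agonist control; some results filed as inactive read as strong as hits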
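Replication – single well per compound, singlicate · Assay system – CHO cell line stably expressing human OTR · Timing – 6 min pre-incubation, 100 s read · Measure – normalized max/min fluorescence ratio, % activation · Doses – 3.0 µM, one dose · Detection – Fluo-8 calcium dye fluorescence · Probe or stimulus – oxytocin near EC15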
CHRM1 agonist: human M1 muscarinic receptor agonism | hit rate 0.33% among 360,000 | P11229 | CHO-K1 hM1, Fluo-8 calcium fluorescence, agonist mode; 0% DMSO, 100% acetylcholine EC100 | activation, % at 3 µM;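 active = activation above the run's mean compound activation plus 3 SD, cut at about 16% in these data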;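 also: peak over basal fluorescence ratio within a 140 s kinetic read after compound addition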
Target sequence (P11229 whole entry, looked up): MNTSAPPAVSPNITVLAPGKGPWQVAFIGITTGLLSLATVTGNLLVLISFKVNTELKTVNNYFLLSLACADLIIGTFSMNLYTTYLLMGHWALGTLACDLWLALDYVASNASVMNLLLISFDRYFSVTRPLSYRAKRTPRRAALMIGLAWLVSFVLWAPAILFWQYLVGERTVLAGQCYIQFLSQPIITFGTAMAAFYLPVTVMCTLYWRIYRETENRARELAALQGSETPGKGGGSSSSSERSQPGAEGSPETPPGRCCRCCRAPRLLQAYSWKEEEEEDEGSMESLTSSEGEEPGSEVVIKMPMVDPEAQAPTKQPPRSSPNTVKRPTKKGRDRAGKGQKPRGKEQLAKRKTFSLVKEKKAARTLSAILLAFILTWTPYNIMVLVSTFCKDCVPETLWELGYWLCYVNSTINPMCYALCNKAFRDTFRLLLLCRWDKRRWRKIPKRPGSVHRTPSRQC
TAAR1 ag: human TAAR1 agonism; Q96RJ0; CHO RD-HGA16 TAAR1, Fluo-8 calcium fluorescence; vehicle wells 0%, saturating PEA agonist 100%; activation, % at 3 µM; hit rate 0.99% among 360,000; AID 624467;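 active = activation above the mean activation of all test compounds in the run plus 3 SD, cut at about 38% in these data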
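Test system: RD-HGA16 (CHO) cells co-expressing Gα16 and hTAAR1 | Doses: Single dose, 3 µM | Schedule: 17-24 h seeding, 75 min 37 °C dye, 30 min RT | Evaluation: % activation from peak over basal fluorescence ratio, DMSO-to-PEA scaled | Technique: Kinetic Fluo-8 calcium fluorescence | Benchmarks: Low control DMSO, high control PEA (EC100)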
TAAR1 antagonist: antagonists of human TAAR1; Q96RJ0; hit rate 1.5% among 360,000; CHO RD-HGA16 TAAR1, Fluo-8 calcium fluorescence, antagonist; inhibition, % at 3 µM;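 active = inhibition above a per-plate cutoff, the mean inhibition of test compounds on that plate plus 3 SD, cut at about 49% in these data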;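 also: 0% = DMSO plus EC80 beta-PEA response and 100% = DMSO alone without agonist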
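Test system: hTAAR1-expressing CHO RD-HGA16 cells, Gα16-coupled; Probe or stimulus: EC80 β-phenethylamine stimulus; Compound dosing: single nominal final test compound concentration of 3 µM; Timing: 140 s kinetic read after compound, 140 s after agonist; Signal: Fluo-8 calcium-sensitive fluorescence; Measure: % inhibition of agonist calcium response; Controls: DMSO and EC80 PEA controls.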
The depositor's hits bear a star; / = no result given. An unsorted share of the library, and some 3.3% of all compounds hit somewhere here.

SMILES	CHO parental Ca	V1R ag counter	CHO-K1 Ca PAM	M1 ag parental	CHO-K1 Ca antag	OXTR potentiator	CHRM1 agonist	TAAR1 ag	TAAR1 antagonist
COc1ccccc1NC(=O)N1CCCC1C(=O)NCc1ccccc1 (configuration not stated)	-10.8	-0.3	16.7	0.3	-14.4	-12.9	-3.7	12.6	1.2
CCOC(=O)c1ccccc1NC(=O)COC(=O)CN1C(=O)C2CC=CCC2C1=O (configuration not stated)	-22.4	0.8	-5.2	1.1	-13.3	-2.8	0.3	0.1	2.3
Cc1cc2c(cc1C)N(C(=O)CN1C(=O)c3ccccc3C1=O)C(C)(C)c1ssc(=S)c1-2	-7.8	-0.3	12.7	0.0	3.3	-23.2	-4.5	8.9	16.2
CNC(=O)COC(=O)CNC(=O)c1cc(Cl)cc([N+](=O)[O-])c1	1.6	-0.5	10.4	0.6	-17.4	3.2	1.2	12.4	-0.1
CC1CCN(CC(O)COc2ccc(-c3ccccc3)cc2)CC1 (configuration not stated)	-13.0	5.0	18.0	6.1	-9.9	-16.4	-6.5	6.7	5.8
Cn1c(=O)n(C)c2cc([N+](=O)[O-])c(N3CCN(C(=O)c4ccccc4)CC3)cc21	-6.5	1.6	13.8	0.8	-16.9	-6.8	-5.5	3.7	-7.7
Cn1c(N2CCCC2)nc2c1c(=O)[nH]c(=O)n2C	-14.4	1.0	-14.7	-0.5	14.4	6.7	-2.9	1.0	0.0
CCOC(=O)c1sc(NC(=O)CSc2ncccn2)c(C#N)c1C	/	/	-9.1	0.6	-15.0	/	7.8	0.9	-1.6
CCCN1CCN(CCCNC(=O)CN2C(=O)C(CC)Oc3ccccc32)CC1 (configuration not stated)	1.0	1.1	21.5	2.2	-6.0	-0.3	-3.7	6.8	-35.5
CC1Cc2ccccc2N1C(=O)CN1C(=O)NC(C)(CCc2ccccc2)C1=O (configuration not stated)	-10.4	0.8	10.7	0.8	-8.7	-0.4	-2.4	-0.9	-28.5
CN1CCO/C1=C(\C(Cl)=C(Cl)Cl)[N+](=O)[O-]	-3.0	2.3	1.9	0.0	4.7	-0.2	-6.4	9.7	6.9
COc1ccc(CN(CC(=O)NC2CCCCC2)C(=O)CCC(=O)Nc2nccs2)cc1	1.0	-0.3	9.2	0.7	-8.2	-4.4	-5.6	0.9	-8.7
O=C(Cc1ccc(Cl)cc1)c1c[nH]c(C(=O)NCCCN2CCOCC2)c1	-15.0	-0.4	9.7	0.5	-11.1	-14.7	-5.4	7.4	6.6
CCOc1ccccc1C(=O)Nc1ccc2c(c1)C(=O)NC2=O	-3.6	-0.8	18.2	1.0	-12.5	-3.8	-4.2	2.1	6.9
CCOC(=O)C(NC(C)=O)C(=O)Nc1ccc(C)cc1C (configuration not stated)	-4.8	0.1	19.4	0.5	-4.2	-1.2	-2.4	4.8	-4.1
Cc1cc(C)c(NC(=O)C2=COCCO2)c(C)c1	-3.9	-0.1	-17.0	0.0	-4.0	-7.1	-3.4	2.4	-16.9
CCOc1ccccc1N(CC(=O)NCC1CCCO1)C(=O)CNS(=O)(=O)c1ccccc1 (configuration not stated)	5.5	-0.7	2.8	-0.1	-6.4	-21.9	-3.9	1.1	-11.6
Cc1cc(NC(=O)c2cc3ccccc3oc2=O)no1	/	/	27.3	6.3	-3.9	/	-5.0	10.2	1.2
Cc1c(C(=O)NC(=S)NCC(C)C)oc2ccccc12	-8.9	0.3	26.1	0.7	-4.9	1.7	-3.2	1.2	-13.8
CC[C@]12c3[nH]c4ccccc4c3CCN1C(=O)C(CC(=O)NC/C=C(\C)CCC=C(C)C)C[C@@H]2C(=O)N1CCN(C(=O)C2CC2)CC1 (some centres not stated)	-24.1	-1.3	3.6	0.1	-6.2	-9.1	-11.5	-1.1	-7.5
Cc1cccc(NC(=O)CCCc2ccccc2)c1C	-10.9	-0.5	0.6	-0.5	3.3	-5.8	-4.0	1.7	-5.4
Cc1cc(C)c(S(=O)(=O)c2ccccc2)c(OC(=O)c2cc(F)c(F)cc2Cl)n1	-2.9	1.0	14.5	0.9	-10.3	-4.2	-1.5	1.7	-19.6
C=CCN1C(=O)c2ccc(C(=O)NCCc3ccc(OC)c(OC)c3)cc2C1=O	-9.9	0.2	-30.0	0.3	22.6	-6.9	7.5	2.5	0.2
NC(=NCCc1ccccc1)NS(=O)(=O)c1ccccc1F	2.1	0.3	-1.8	1.5	-0.9	-2.6	-1.8	2.1	-8.2
COc1ccccc1N1CCN(S(=O)(=O)c2cc(C)sc2C)CC1	-10.2	-1.2	32.5	0.7	-8.5	-5.3	-5.7	-0.9	-10.3
CCN(CC)Cc1nc2c(c(=O)[nH]1)C(CC)(CC)Cc1ccccc1-2	-33.5	4.7	9.6	1.4	-8.5	-3.0	-9.8	2.8	-32.9
Brc1ccc(/C=N/n2cnnc2)s1	-9.3	-0.4	-10.9	0.1	7.5	-3.8	-3.8	20.1	5.5
O=C1CCC(C(=O)N2CCCCO2)CN1Cc1ccc(Cl)cc1 (configuration not stated)	2.5	0.8	5.3	0.8	-5.5	1.5	-3.9	1.4	-25.5
Cc1ccccc1NC(=O)CCC(=O)N/N=C/c1cc([N+](=O)[O-])ccc1O	-3.1	1.1	23.0	0.1	-11.6	0.9	-3.8	-0.4	9.5
CC(=O)c1ccc(-c2cnc3c(NC=O)cc(-c4cccc(C(=O)N(C)C)c4)cn23)cc1	/	/	7.0	3.8	-4.6	/	-4.0	13.6	5.4
O=C(CN1CCOCC1)Nc1nc(-c2ccccc2Cl)cs1	-14.4	6.2	-9.3	7.7	-0.4	-2.7	8.6	12.5	29.1
CS(=O)(=O)N(CC(=O)NCC1CCCO1)c1ccc(F)c(Cl)c1 (configuration not stated)	-1.9	0.2	1.2	-0.1	-8.5	-3.2	-3.3	5.3	-6.4
CC(C)c1ccc(NC(=O)C2(C)Cc3c(-c4ccc(N(C)C)cc4)ccnc3O2)cc1 (configuration not stated)	/	/	-2.6	-0.1	2.4	/	-4.2	-0.6	-17.2
COc1ccc2[nH]c(C(=O)Nc3ccc(F)cc3Br)cc2c1	1.8	0.8	18.4	0.3	-4.4	-2.1	2.0	0.5	-3.6
O=C1NC(c2ccc(Br)cc2)=N/C1=C/c1ccco1	-4.3	0.7	4.0	0.2	-1.5	-0.4	-4.9	6.8	-3.3
O=C(CC(NC(=O)c1ccccc1Cl)c1ccccc1)NC1=NCCS1 (configuration not stated)	-0.7	-1.3	2.6	-0.1	-12.0	-5.9	-5.4	0.6	-14.5
CC(NC(=O)NC1CCCCC1)c1ccccc1 (configuration not stated)	-3.6	-0.5	4.5	0.1	3.4	-5.8	-7.4	2.7	-0.3
C=CCNC(=O)C1CCN(S(=O)(=O)c2ccccc2)CC1	3.2	0.7	22.6	0.7	-9.8	-3.7	-3.7	6.6	0.0
CC(C)NC(=O)C(=O)NCCN1CCN(C(=O)c2ccc(C(C)(C)C)cc2)CC1	-13.1	-0.3	-22.4	-1.1	7.7	-5.2	-3.9	9.2	-5.4
N#CCSc1nc2ccccc2c(=O)n1CCCC(=O)NCC1CCCO1 (configuration not stated)	-14.9	0.9	6.8	0.7	8.8	0.7	-4.0	1.8	-11.1
COc1cc(C(=O)N2CCC2(C)C(=O)NC(C)C)cc(OC)c1OC (configuration not stated)	/	/	7.8	0.5	5.6	/	-1.0	-0.1	-1.6
CC1(C)Cc2ccccc2-c2nc(NN)[nH]c(=O)c21	-7.5	0.3	1.4	0.2	-8.6	-10.2	-3.7	-2.1	-14.6
COc1ccc(NC(=O)Nc2nnc(CC(=O)NCc3ccccc3)s2)cc1	1.7	0.8	-3.9	-0.2	11.2	-16.8	-1.7	43.6*	22.1
CC(=O)c1c(C)c2c(n1CCN(C)C)CCCC2	-7.5	0.5	23.8	1.8	-16.4	-17.6	-5.2	8.8	-4.7
Cc1onc(-c2c(F)cccc2Cl)c1C(=O)NNC(=O)C1CCN(Cc2ccccc2)CC1	-21.9	0.5	26.7	0.4	-19.6	-0.1	-5.5	7.7	5.7
CCN1C(=O)N[C@@H](CCc2ccccc2)[C@H](C(C)=O)[C@H]1C	-20.9	0.0	14.7	0.6	-15.2	-3.1	-3.7	18.4	9.6
COC(=O)c1cccc(NC(=O)COc2cccc([N+](=O)[O-])c2)c1	-11.9	2.8	14.3	3.3	-0.3	-7.3	-3.5	8.0	25.0
CC1(C)C(c2cccs2)=[N+]([O-])C2(CCCCC2=O)N1O (configuration not stated)	-7.3	0.8	2.6	1.2	6.2	0.9	-4.6	5.2	-8.3
Cc1ccccc1OCC(=O)OCC(=O)Nc1ccc2c(c1)OCO2	-5.0	0.1	-9.5	0.8	-8.7	-5.2	-2.7	7.1	-13.7
CCOC(=O)CN1C(=O)N[C@@H](c2ccccc2)[C@H](C(C)=O)[C@H]1C	-1.4	0.5	12.1	0.2	-9.5	-4.9	-4.0	1.9	-1.7
COCCNC(=O)C1(C)CCN(C(=O)c2ccc3c(c2)C(C)(C)CCC3(C)C)C1 (configuration not stated)	/	/	-0.4	0.7	-7.5	/	-2.2	1.8	-1.7
COc1ccc(NC(=O)CCCc2nc3ccccc3c(=O)[nH]2)cc1Cl	-11.3	1.0	-21.5	-0.5	-2.1	-2.2	-2.0	2.5	-23.5
CS(=O)(=O)N(CC(=O)N1CCN(c2ccccc2F)CC1)c1cccc(C(F)(F)F)c1	-23.2	3.1	0.5	3.2	2.5	-4.8	-0.9	10.4	-2.5

A section from the list above:
SMILES	CHO parental Ca	V1R ag counter	CHO-K1 Ca PAM	M1 ag parental	CHO-K1 Ca antag	OXTR potentiator	CHRM1 agonist	TAAR1 ag	TAAR1 antagonist
COCCNC(=O)C1(C)CCN(C(=O)c2ccc3c(c2)C(C)(C)CCC3(C)C)C1 (configuration not stated)	/	/	-0.4	0.7	-7.5	/	-2.2	1.8	-1.7
COc1ccc(NC(=O)CCCc2nc3ccccc3c(=O)[nH]2)cc1Cl	-11.3	1.0	-21.5	-0.5	-2.1	-2.2	-2.0	2.5	-23.5
CS(=O)(=O)N(CC(=O)N1CCN(c2ccccc2F)CC1)c1cccc(C(F)(F)F)c1	-23.2	3.1	0.5	3.2	2.5	-4.8	-0.9	10.4	-2.5
